Screens deposited in PubChem BioAssay by several laboratories.
hgDAF12 agonist: H. glycines DAF-12 receptor agonists, primary screen, cell-based, luminescence, HEK293, GAL4 fusion, UAS-luciferase; Nuclear hormone receptor DAF-12 (Heterodera glycines), GAL4 fusion; HEK293 GAL4-hgDAF12 UAS-luciferase reporter, agonist luminescence; normalized to butyrate control; activation, % at 6.8 µM; 1.8% of 370,000 active; AID 687014, 2013;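 active = activation above a cutoff set at the mean of all screened compounds plus 3 SD, cut at about 10% in these data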;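 also: 0% = DMSO wells and 100% = sodium butyrate wells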
ADAM17 inh: ADAM17 inhibitors, primary screen, biochemical, QFRET. Disintegrin and metalloproteinase domain-containing protein 17 (Homo sapiens), P78536. recombinant ADAM17, EDANS/DABCYL FRET peptide cleavage. inhibition, % at 6.95 µM. 0.83% of 370,000 active. AID 720648, 2013;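 active = inhibition above the mean of compounds lying between control limits plus 3 SD, set per campaign, cut at about 8.5% in these data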;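 also: 0% = DMSO-only wells as the low control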
DAX1 inh-1: DAX1 (NR0B1) inhibitors on StAR promoter, primary screen, cell-based, luminescence, SF-1 (NR5A1), full-length DAX-1; 1.1% of 370,000 active; AID 652010, 2013; inhibition, % at 6.8 µM; HEK293T StAR-luciferase reporter, SF-1/DAX-1 repression relief;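 active = inhibition above the mean over all tested compounds plus 3 SD, cut at about 3.6% in these data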;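 also: 0% = DAX-1 cells with DMSO and 100% = cells lacking DAX-1 with DMSO; higher inhibition means more luminescence from relief of DAX-1 repression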
SMARCA2 act: SMARCA2 (BRM) function activators, primary screen, cell-based, luminescence, high throughput; activation, % at 9.1 µM; MG213 cells, MMTV-luciferase reporter, dexamethasone, overnight; 1% of 370,000 active; in the data active = activation above about 7.8%;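 also: 0% = vehicle wells and 100% = reference activator wells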
PLC-beta3 inh: human PLC-beta3 inhibitors, primary screen, biochemical, fluorescence; 0.18% of 370,000 active; AID 720704, 2013; 1-phosphatidylinositol 4,5-bisphosphate phosphodiesterase beta-3 (Homo sapiens), Q01970; Purified PLC-beta3, fluorogenic substrate; inhibition, % at 12.2 µM; in the data active = inhibition above about 11%;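 also: 0% = median of compound wells on plate and 100% = full blocker control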
PLCg1 inh: PLC-gamma1 enzyme inhibitors, primary screen, biochemical, fluorescence, purified enzyme | 1-phosphatidylinositol 4,5-bisphosphate phosphodiesterase gamma-1 (Homo sapiens), P19174 | fluorogenic substrate | inhibition, % at 12.2 µM | 0.84% of 370,000 active | AID 720700, 2013; in the data active = inhibition above about 9.5%
ssDAF-12 act: S. stercoralis DAF-12 nuclear receptor activators, primary screen, cell-based, luminescence, HEK293, GRIP1 co-expression, lit1-tk-luc; Nuclear hormone receptor DAF-12 (Strongyloides stercoralis); HEK293 ssDAF-12/GRIP1 lit1-tk-luc reporter; % of 3 µM dafachronic acid response; activation, % at 6.8 µM; 1% of 370,000 active; AID 652126, 2013;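 active = activation above the mean over all tested compounds plus 3 SD, cut at about 0.9% in these data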;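 also: 0% = DMSO-only wells and 100% = 3 µM delta7-dafachronic acid wells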
MBD2 DNA inh: inhibitors of MBD2 binding to methylated DNA, primary screen, biochemical, TR-FRET, DNA-binding domain, human; Methyl-CpG-binding domain protein 2 (Homo sapiens), Q9UBB5; 0.31% of 370,000 active; AID 686964, 2013; MBD2 binding to methylated oligonucleotide; inhibition, % at 4.4 µM; in the data active = inhibition above about 13%
Target sequence (Q9UBB5 whole entry, looked up, the tested form may be a part): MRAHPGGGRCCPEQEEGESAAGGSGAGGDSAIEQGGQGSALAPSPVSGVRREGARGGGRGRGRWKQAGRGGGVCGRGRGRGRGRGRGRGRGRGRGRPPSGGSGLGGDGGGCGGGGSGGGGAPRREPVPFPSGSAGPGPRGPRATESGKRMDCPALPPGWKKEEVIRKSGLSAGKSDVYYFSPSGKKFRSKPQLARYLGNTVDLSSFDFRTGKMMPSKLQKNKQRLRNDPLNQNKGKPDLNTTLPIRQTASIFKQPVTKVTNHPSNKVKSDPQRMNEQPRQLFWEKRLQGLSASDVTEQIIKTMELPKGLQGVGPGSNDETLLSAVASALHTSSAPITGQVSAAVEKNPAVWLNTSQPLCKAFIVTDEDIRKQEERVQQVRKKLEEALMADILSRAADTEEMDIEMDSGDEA
DAX1 inh-2: DAX1 (NR0B1) inhibitors, primary screen, cell-based, HEK293, Gal4-DAX1, luciferase luminescence; inhibition, % at 6.75 µM; Nuclear receptor subfamily 0 group B member 1 (Homo sapiens), P51843; AID 504766, 2011; HEK293 Gal4-DAX1 luciferase reporter; 0.99% of 340,000 active;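 active = inhibition above the mean over all tested compounds plus 3 SD, cut at about 4.2% in these data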;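 also: 0% = DAX1-transfected cells with DMSO and 100% = empty-vector control cells with DMSO; inhibition shows as a rise in luminescence from relieved DAX1 repression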
Target sequence (P51843 207-470 limits assumed): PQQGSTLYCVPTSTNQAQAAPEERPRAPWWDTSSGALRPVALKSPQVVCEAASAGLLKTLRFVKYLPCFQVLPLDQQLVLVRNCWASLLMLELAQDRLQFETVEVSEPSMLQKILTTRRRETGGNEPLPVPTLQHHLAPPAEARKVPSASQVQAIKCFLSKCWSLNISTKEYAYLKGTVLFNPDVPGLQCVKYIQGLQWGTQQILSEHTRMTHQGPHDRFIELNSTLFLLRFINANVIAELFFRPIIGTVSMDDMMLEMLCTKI
hcDAF-12 act: H. contortus DAF-12 nuclear receptor activators, primary screen, cell-based, luminescence, HEK293, lit1-tk-luc reporter; HEK293 hcDAF-12 lit1-tk-luc reporter; 0% DMSO, 100% Δ7-dafachronic acid; activation, % at 6.8 µM; 1.4% of 370,000 active;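 active = activation above the mean of all tested compounds plus 3 SD, cut at about 5.5% in these data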;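 also: 100% = response to 3 µM Δ7-dafachronic acid high control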
Rev-erbA mod: modulators of Rev-erb alpha DNA binding, primary screen, biochemical, FITC-DNA, fluorescence polarization, uHTS; activity, % at 10 µM; Nuclear receptor subfamily 1 group D member 1 (Homo sapiens), P20393; 0.79% of 370,000 active; Rev-erbα–FITC-DNA binding, 90 min;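 active = activity above about 14%, limit read from the data; passing the limit was not always enough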;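 also: 0% = DMSO wells with 35 nM protein and 100% = DMSO wells with 750 nM protein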
The depositor's hits bear a star; x = not tested or not shown.

1	COC(=O)c1ccccc1Nc1ccccc1
2	Cc1cn([C@@H](CCCCN)C(=O)NCCCCCCCCCCC(=O)N2CCNCC2)nn1
3	O=C(NC1CCN(Cc2ccc(Cl)cc2Cl)CC1)c1ccccc1
4	Cc1nc2c(OCc3ccc(Cl)cc3)cccn2c1N(C)Cc1cccs1
5	Cc1ccc(CNC(=O)Cn2nnc(C(=O)Nc3ccc(Br)cc3)c2N)cc1
6	Cc1nc2ccccc2cc1C(=O)NCc1ccc(F)cc1
7	Cc1cccc(C)c1OCC(=O)NNC(=O)CCCn1c(=O)oc2ccccc21
8	CC(C)c1ccc(S(=O)(=O)N2CCN(C(=O)C3CCCC3)CC2)cc1

assay / compound	1	2	3	4	5	6	7	8
hgDAF12 agonist	0.6	1.3	-2.8	5.6	1.0	-5.5	3.5	-3.3
ADAM17 inh	-2	-3	-2	1	0	-2	-1	-5
DAX1 inh-1	0.5	0.5	-0.8	-2.1	0.2	-1.0	1.4	-0.1
SMARCA2 act	-3	0	0	-1	0	-3	1	0
PLC-beta3 inh	-1	0	-4	-16	-3	0	-6	-6
PLCg1 inh	-2	1	1	-11	3	2	-5	5
ssDAF-12 act	-1.4	-0.8	-1.7	-1.0	-1.1	-0.8	-0.2	-1.0
MBD2 DNA inh	1	7	3	2	-1	-5	-1	8
DAX1 inh-2	0.9	1.5	-1.5	x	0.9	-1.2	-0.5	2.2
hcDAF-12 act	-1.7	-1.5	-3.5	-1.1	-0.3	-0.2	-0.5	0.0
Rev-erbA mod	-6	-9	-2	1	-7	-5	0	6

9	Nc1nc(=S)c2[nH]c(=S)[nH]c2[nH]1
10	Cc1ccc(CSCC(=O)N2CCN(c3ccccc3)CC2)cc1
11	CCOc1ccccc1NC(=O)c1cc(S(=O)(=O)N2CCN(CC)CC2)ccc1Cl
12	COCCCn1c(SCC(=O)NC2CCCC2)nnc1-c1ccco1
13	C[C@H](c1ccccc1)N1C[C@H](COCc2ccccc2)Oc2cc(N3CC[C@@H](O)C3)ccc2S1(=O)=O
14	CC1=NC(C)(C)Cc2c(C)cccc21
15	Cc1ccc(C(=O)NNC(=O)c2cccc(Br)c2)cc1
16	Cc1ccc(F)cc1NC(=O)CN1C(=O)NC2(CCCc3ccccc32)C1=O (centres undefined)

assay / compound	9	10	11	12	13	14	15	16
hgDAF12 agonist	-1.3	3.6	0.3	2.3	4.0	-1.8	3.7	0.5
ADAM17 inh	-3	-1	-7	-3	9.8*	-6	-4	0
DAX1 inh-1	-0.6	-0.1	-0.6	-0.1	1.9	-0.2	0.6	1.5
SMARCA2 act	2	-2	-2	0	-6	-1	0	-1
PLC-beta3 inh	3	2	-10	0	-5	-6	-9	-4
PLCg1 inh	1	-3	6	0	-1	-5	1	4
ssDAF-12 act	-0.9	-1.3	-1.2	-1.8	-1.4	-0.5	-0.2	-0.7
MBD2 DNA inh	-10	3	8	0	-2	7	2	1
DAX1 inh-2	0.4	0.1	0.3	0.3	x	0.1	1.5	-1.0
hcDAF-12 act	-1.0	-1.7	-1.2	-1.2	-1.9	-0.8	1.6	-0.6
Rev-erbA mod	-9	4	3	-14	9	9	3	0

17	CCCN1C(=O)/C(=C/c2ccc3c(c2)OCO3)NC1=S
18	COc1ccc(C(N)c2csc(NC(=O)Nc3cccc(C(F)(F)F)c3)n2)cc1 (centres undefined)
19	O=C(CCNC(=O)C1CCN(S(=O)(=O)c2ccccc2)CC1)NCc1ccccc1Cl
20	CN1CCN(C(=O)C2CCC(=O)N(CCc3cccc(F)c3)C2)CC1 (centres undefined)
21	COc1ccc(NS(=O)(=O)c2ccc(C)c(C(=O)NCCCN3CCCC3=O)c2)cc1
22	N/C(=N\O)c1ccc(N2CCN(c3ncccc3C(F)(F)F)CC2)nc1
23	COc1ccc(C(=O)NCCc2ccc(S(N)(=O)=O)cc2)cc1OC
24	CC(=O)Nc1ccc2nc(CN3CCN(CC=C(C)C)C(CCO)C3)ccc2c1 (centres undefined)

assay / compound	17	18	19	20	21	22	23	24
hgDAF12 agonist	2.4	0.0	-1.0	-1.7	-1.1	3.2	0.1	-0.8
ADAM17 inh	2	14*	-1	0	-1	1	-4	-5
DAX1 inh-1	-0.3	-1.1	-0.2	0.2	-0.1	1.7	0.8	0.1
SMARCA2 act	0	-5	-3	-1	-3	-1	-1	3
PLC-beta3 inh	-11	11*	-8	-5	-5	-5	-1	-15
PLCg1 inh	-10	15*	4	3	1	5	-4	-12
ssDAF-12 act	-1.6	-1.4	-0.7	-0.9	-1.0	-1.0	-1.2	-0.5
MBD2 DNA inh	-3	-2	4	6	5	5	0	-2
DAX1 inh-2	1.2	x	-0.1	0.5	-0.3	0.9	0.6	-0.7
hcDAF-12 act	-0.8	-1.2	0.3	0.6	0.4	0.5	-1.4	-0.6
Rev-erbA mod	-2	6	0	0	2	1	-3	-3

Ordered by molecular weight (falling): part of the list above
11	CCOc1ccccc1NC(=O)c1cc(S(=O)(=O)N2CCN(CC)CC2)ccc1Cl
5	Cc1ccc(CNC(=O)Cn2nnc(C(=O)Nc3ccc(Br)cc3)c2N)cc1
12	COCCCn1c(SCC(=O)NC2CCCC2)nnc1-c1ccco1

assay / compound	11	5	12
hgDAF12 agonist	0.3	1.0	2.3
ADAM17 inh	-7	0	-3
DAX1 inh-1	-0.6	0.2	-0.1
SMARCA2 act	-2	0	0
PLC-beta3 inh	-10	-3	0
PLCg1 inh	6	3	0
ssDAF-12 act	-1.2	-1.1	-1.8
MBD2 DNA inh	8	-1	0
DAX1 inh-2	0.3	0.9	0.3
hcDAF-12 act	-1.2	-0.3	-1.2
Rev-erbA mod	3	-7	-14

(further entries)
25	COc1ccc(S(=O)(=O)N(C)[C@H]2C[C@H]3c4cc(-c5ccccc5)ccc4CCN3C(=O)[C@H]2[C@H](C)O)cc1
26	O=C(CNC(=O)c1ccccc1F)OCC(=O)N1CCCc2ccccc21
27	O=C(NC(=O)c1ccc(Cl)cc1)OC1CCCCC1
28	O=C(Cc1nc2ccccc2[nH]1)N/N=C/c1ccccc1
29	Cc1ccc(N2CC(C(=O)N3CCC(C(=O)Nc4nncs4)CC3)CC2=O)cc1 (centres undefined)
30	CC[C@@H](C)[C@@H](C(=O)N1CCN(C(=O)OC(C)(C)C)CC1)n1cc(CCCCNC(=O)OC(C)(C)C)nn1
31	CCOC(=O)c1sc2nc(C)nc(SC(C)C(=O)N(C)c3ccccc3)c2c1C (centres undefined)
32	NS(=O)(=O)c1ccc(CCNC(=O)CCc2nc3ccccc3s2)cc1

assay / compound	25	26	27	28	29	30	31	32
hgDAF12 agonist	1.9	-1.9	4.2	-0.6	-0.6	-4.9	-1.4	0.0
ADAM17 inh	-3	-2	-2	-151	-3	-4	2	0
DAX1 inh-1	-0.8	-0.3	0.2	-0.8	-0.1	-1.8	-2.6	0.3
SMARCA2 act	-4	3	1	0	-3	1	2	2
PLC-beta3 inh	-19	4	0	-172	-1	2	-2	-1
PLCg1 inh	-16	4	1	-132	2	0	3	3
ssDAF-12 act	-0.9	-1.4	-1.0	-0.2	-0.3	-1.9	-1.3	-0.6
MBD2 DNA inh	3	2	1	0	-1	1	-4	-1
DAX1 inh-2	0.3	-0.3	2.3	-0.2	0.9	-3.9	-0.8	-1.0
hcDAF-12 act	-1.6	-1.2	0.3	3.6	-0.8	-2.3	-1.5	3.7
Rev-erbA mod	-2	0	5	4	1	-5	6	-2

33	CCOC(=O)NC(NCc1ccccc1)(C(F)(F)F)C(F)(F)F
34	CNCCOc1ccc(Cl)c(Cl)c1
35	COc1ccc(-n2nc3c(c2NC(=O)COc2ccccc2OC)CS(=O)(=O)C3)cc1
36	CC(=O)c1cccc(NC(=O)C2CCN(S(=O)(=O)c3ccccc3)CC2)c1
37	NC(=O)c1ccsc1NC(=O)COC(=O)c1ccncc1
38	CSc1ccc(CN(C)CC(=O)N(C)CC(=O)Nc2ccccc2Br)cc1
39	CN=C(Nc1cccc(Cl)c1)SC1CC(=O)N(c2ccc(OC)cc2)C1=O (centres undefined)
40	COc1ccc(C2N=C(N)N=C(N)N2c2ccccc2OC)cc1OC (centres undefined)

assay / compound	33	34	35	36	37	38	39	40
hgDAF12 agonist	0.7	-2.7	3.0	-1.8	1.0	-3.3	5.8	0.2
ADAM17 inh	0	-4	-4	-2	-2	-1	3	-1
DAX1 inh-1	-0.3	0.1	-0.1	0.2	-0.1	-1.0	-0.3	1.0
SMARCA2 act	0	-2	-4	0	-3	-1	-3	-2
PLC-beta3 inh	3	1	0	0	-8	-6	3	3
PLCg1 inh	2	2	-2	0	0	0	3	2
ssDAF-12 act	-1.2	-0.6	0.3	-0.7	-1.2	-0.4	-1.9	-1.2
MBD2 DNA inh	-1	-2	-1	-3	3	-1	4	4
DAX1 inh-2	0.6	5.3*	-0.4	-0.5	-0.4	-0.5	x	3.7
hcDAF-12 act	0.0	-1.0	0.2	-1.0	-1.4	-2.4	-1.8	0.2
Rev-erbA mod	-1	-2	4	-4	2	-4	-1	-8

41	C=C(C)n1c(=O)n(Cc2ccc(C)cc2)c2ccccc21
42	COc1ccc(S(=O)(=O)CCC(=O)NCCc2ccc(C)cc2)cc1
43	Cc1ccc(OC(C)C(=O)N2CCCc3ccccc32)cc1 (centres undefined)
44	Cc1ccc(C2(C)NC(=O)N(CC(=O)N3CCN(S(=O)(=O)c4ccccc4[N+](=O)[O-])CC3)C2=O)cc1 (centres undefined)
45	Cc1ccc(SCc2ccc(C(=O)N3CCCCC3)cc2)cc1
46	Cc1cccc(N(CC(=O)NCc2ccco2)C(=O)CCC(=O)Nc2ccccn2)c1C
47	O=C1Nc2ccccc2/C1=C/c1ccccc1F

assay / compound	41	42	43	44	45	46	47
hgDAF12 agonist	-0.2	-1.8	0.9	0.6	2.8	1.5	6.5
ADAM17 inh	-1	1	1	0	-1	-4	-2
DAX1 inh-1	-0.2	-0.9	0.3	-1.0	0.1	-0.1	-1.0
SMARCA2 act	1	-2	-3	-1	1	3	1
PLC-beta3 inh	-7	4	5	-5	-9	-5	-10
PLCg1 inh	0	5	3	0	3	-2	1
ssDAF-12 act	-1.3	-0.7	-1.0	-1.3	-2.1	-0.6	-0.2
MBD2 DNA inh	-4	-5	-2	-7	-6	-4	-1
DAX1 inh-2	-0.9	0.0	0.0	2.9	-0.9	-1.7	-0.7
hcDAF-12 act	-1.8	-0.2	2.0	1.9	-1.9	-0.6	1.0
Rev-erbA mod	-2	7	3	0	0	-1	2
